High-throughput results from PubChem BioAssay.
NadD block: NadD (S. aureus) enzyme inhibition; purified NadD enzyme, colorimetric absorbance read-out; inhibition, % at 20 µM; 0.78% of 360,000 active; AID 602399; in the data active = inhibition above about 26%; note: some compounds past the cut are filed as inactive
DNMT1 inh: DNMT1 (human) enzyme inhibition | P26358 | DNMT1 molecular beacon, Hinp1I cleavage, fluorescence | inhibition (reported as % activation of signal), % at 10 µM | 0.83% of 360,000 active; in the data active = inhibition above about 50%
Rpn11 inh: inhibitors of human proteasome Rpn11; O00487; 0.59% of 360,000 active; human 26S proteasome, Ub4-pepOG fluorescence polarization; 20S core pre-blocked with epoxomicin; AID 588493; calls only at 20 µM;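 active = inhibition at 20 µM, scaled to each plate's controls, above about 33%, limit read from the data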
MT1-MMP act inh: inhibitors of human MT1-MMP activation; P50281; HT1080 RFP-PRO-GFP cells, GFP/RFP ratio fluorescence, overnight; percent of plate control window, DMSO zero; GFP/RFP ratio change, % at 20 µM; 0.061% of 360,000 active;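 active = GFP/RFP ratio change of at least 30% with cell ATP level not reduced by more than half and red fluorescence within 50% of control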; note: strong numbers were not always called active
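Read-out: GFP/RFP fluorescence ratio; Test system: RFP-PRO-GFP reporter HT1080 cells; Compound dosing: single-point 20 µM compound, 1% DMSO; Times: overnight compound exposure at 37 °C.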
LMPTP inh: blocks human LMPTP phosphatase; inhibition, % at 20 µM; 0.22% of 360,000 active; AID 651560; recombinant LMPTP-A, OMFP fluorogenic substrate, fluorescence intensity; P24666;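 active = compounds that cut the enzyme signal by at least half of the control window in the single-dose screen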;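 note: plate controls were DMSO wells with enzyme plus substrate for no effect and substrate without enzyme for full effect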
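Test system: LMPTP-A phosphatase enzyme. Amount: LMPTP-A at 0.625 nM final in the reaction. Reagent: OMFP substrate, 400 µM final. Times: 50 min at room temperature. Signal: endpoint fluorescence intensity from OMFP dephosphorylation. Read-out basis: % inhibition. Benchmarks: no-enzyme and uninhibited controls.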
NRP1-CendR mod: alters CendR peptide binding to human NRP-1. AID 602438. FAM-RPARPAR peptide binding to NRP-1, fluorescence polarization. inhibition, % at 25 µM. 0.85% of 360,000 active. O14786;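 active = inhibition or corrected inhibition above about 18%, plus a signal ratio from 0.5 to 1.5, limit read from the data, passing the limit was not always enough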; note: strong numbers were not always called active
Target sequence (O14786 whole entry, looked up): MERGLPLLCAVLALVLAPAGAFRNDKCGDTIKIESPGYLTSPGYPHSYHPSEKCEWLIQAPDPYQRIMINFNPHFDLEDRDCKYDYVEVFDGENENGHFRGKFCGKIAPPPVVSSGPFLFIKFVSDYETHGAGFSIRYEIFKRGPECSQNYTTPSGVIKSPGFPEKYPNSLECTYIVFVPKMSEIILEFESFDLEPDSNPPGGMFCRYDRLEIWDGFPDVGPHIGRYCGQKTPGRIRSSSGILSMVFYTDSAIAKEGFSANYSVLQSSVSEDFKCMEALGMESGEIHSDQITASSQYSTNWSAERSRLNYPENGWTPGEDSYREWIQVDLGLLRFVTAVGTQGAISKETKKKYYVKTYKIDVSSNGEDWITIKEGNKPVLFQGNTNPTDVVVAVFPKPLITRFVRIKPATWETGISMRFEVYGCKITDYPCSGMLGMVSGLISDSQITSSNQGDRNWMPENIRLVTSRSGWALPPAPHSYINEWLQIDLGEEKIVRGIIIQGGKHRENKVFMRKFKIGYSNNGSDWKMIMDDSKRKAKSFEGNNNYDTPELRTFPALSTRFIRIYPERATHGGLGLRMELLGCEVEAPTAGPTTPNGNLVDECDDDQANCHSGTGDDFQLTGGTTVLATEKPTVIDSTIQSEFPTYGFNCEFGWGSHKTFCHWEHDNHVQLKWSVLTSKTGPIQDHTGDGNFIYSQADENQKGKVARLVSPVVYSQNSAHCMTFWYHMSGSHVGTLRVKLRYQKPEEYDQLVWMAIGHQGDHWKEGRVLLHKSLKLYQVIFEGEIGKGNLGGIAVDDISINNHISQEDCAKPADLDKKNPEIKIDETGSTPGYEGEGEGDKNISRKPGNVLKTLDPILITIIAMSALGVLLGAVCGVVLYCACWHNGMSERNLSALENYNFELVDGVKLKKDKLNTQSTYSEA
STEP inh: STEP (human) phosphatase inhibition; P54829; recombinant STEP, OMFP fluorogenic substrate, fluorescence; AID 588621; inhibition, % at 20 µM; 0.25% of 360,000 active;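 active = inhibition at 20 µM, scaled per plate between control wells, above about 37%, limit read from the data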;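 note: 0% = DMSO with enzyme and substrate and 100% = substrate only without enzyme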
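Measure: Control-normalized % inhibition with plate pattern correction | Test system: STEP phosphatase, cell-free reaction | Medium: pH 6.0 Bis-Tris with DTT and Tween 20 | Technique: Fluorescence, 480/540 nm | Times: Reaction 20 min, ambient temperature | Doses: Single compound dose of 20 µM, 1% DMSO final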
SKN-1 block: blocks SKN-1 activity in C. elegans. inhibition, % at 21.8 µM. C. elegans VP596 Pgst-4::GFP/RFP ratio, acrylamide-induced, 24 h. AID 624304. 0.49% of 360,000 active;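 active = interference check ratio from 0.5 to 1.5 plus GFP to RFP signal ratio inhibition reaching or exceeding a fixed threshold, cut at about 30% in these data, passing the limit was not always enough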; note: some compounds called inactive have numbers as strong as hits
Scp1 inh: blocks human Scp-1 phosphatase activity | Q9GZU7 | Recombinant Scp1, phosphopeptide, malachite green phosphate absorbance | inhibition, % at 20 µM | 0.88% of 340,000 active | AID 493091;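 active = inhibition above about 50% at 20 µM, limit read from the data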;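 note: plate controls were DMSO wells with enzyme for no effect and wells lacking enzyme for full effect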
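Material: truncated SCP-1 phosphatase (76-261aa) / Buffer or medium: 50 mM Tris acetate pH 5.5, 0.005% Tween-20, 10 mM MgCl2 / Compound dosing: one concentration, 20 µM, with 1.0% DMSO / Incubation: 45 min room-temperature reaction, 5 min colour, 30 min stabiliser / Detection: colorimetric free-phosphate detection, absorbance 630 nm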
SUMO1 PPI mod: SUMO1-SIM interaction modulation; 0.33% of 360,000 active; P63165; SUMO1 binding to a labelled peptide, TR-FRET, 1 h; inhibition, % at 20 µM; in the data active = inhibition above about 37%
Target sequence (P63165 whole entry, looked up): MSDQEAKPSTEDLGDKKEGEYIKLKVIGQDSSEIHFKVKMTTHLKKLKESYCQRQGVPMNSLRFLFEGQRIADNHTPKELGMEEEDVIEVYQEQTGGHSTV
* = called active by the depositor; i = inactive; · = not tested or not shown; + = active, no number.

Values run as follows: NadD block, DNMT1 inh, Rpn11 inh, MT1-MMP act inh, LMPTP inh, NRP1-CendR mod, STEP inh, SKN-1 block, Scp1 inh, SUMO1 PPI mod
O=C(NCc1cc(Cl)cc(Cl)c1)c1ccc2nc([C@@H]3O[C@H](CO)[C@@H](O)[C@H]3O)[nH]c2c1
    -1, -2, i, 1, -1.1, 1, 2, -24, ·, 3
CC(Oc1ccc(F)cc1)C(=O)Nc1ccccc1C(=O)NC1CC1 (stereo not drawn)
    0, -1, i, 3, 0.3, -3, -2, 20, -1, -1
O=C(CNc1ccc2ccccc2c1)N/N=C/c1ccccn1
    -6, 0, i, -2, -0.7, 0, -2, -8, -13, -18
CN(C(=O)COC(=O)C1COc2ccccc2O1)c1c(N)n(Cc2ccccc2)c(=O)[nH]c1=O (stereo not drawn)
    -1, -1, i, 2, 1.2, -7, -2, 6, -1, 0
COc1ccc(NC(=O)NC2(C(=O)N3CCCC(C)C3)CCCCC2)cc1 (stereo not drawn)
    -1, 2, i, 1, -0.6, -1, 0, 22, -10, 2
COc1ccc(N2C(=O)c3ccccc3NC(=O)C2C(=O)NCCc2ccccc2F)cc1 (stereo not drawn)
    ·, ·, ·, 2, 0.2, 18, ·, 6, ·, 1
O=C(Cc1cccs1)Nc1nc2ccccc2s1
    -2, -1, i, 16, 1.3, 8, -2, 8, -3, 0
C[C@H](CO)N1C[C@H](C)[C@H](CN(C)C(=O)Nc2ccc(C(F)(F)F)cc2)Oc2ncc(-c3cccnc3)cc2C1=O
    12, 3, i, 0, -0.4, -13, 2, -6, ·, 4
O=C(CCN1C(=O)c2cccc3cccc(c23)C1=O)N1CCN(c2ccccc2F)CC1
    8, 15, i, -3, -1.9, 3, 1, 12, -4, -4
COC(=O)C1=C(C)OC(N)=C(C#N)C1c1c(C)nn(-c2ccccc2)c1Cl (stereo not drawn)
    -1, -10, i, -2, 0.1, -4, 0, -15, 1, 0
CC1CN(C(=O)CNC(=O)Cc2cccc3ccccc23)CC(C)O1 (stereo not drawn)
    8, 2, i, 2, -6.9, 4, -2, -7, -5, 0
Oc1ccc(CN2CCN(c3ccccc3)CC2)c2cccnc12
    3, 0, i, -7, 10, 8, 3, 7, -3, -13
Clc1ccc(-c2nc(-c3ccncc3)no2)c(Cl)c1
    -3, 23, i, 0, 1.8, -4, 3, 36*, -11, 3
Clc1ccc(-c2nnc3n2-c2ccccc2SC3)cc1
    -7, 6, i, 1, -0.3, 5, 5, -5, 4, 4
COc1ccc(OC)c(C(=O)c2ccc(C(=O)Nc3ccc4ccccc4c3)cc2)c1
    -1, -13, i, -8, 4.4, 5, -2, -5, -7, -1
Cc1cc(C)c(C(N)=O)c(NC(=O)Nc2ccccc2Cl)n1
    3, 7, i, -2, -1.7, 1, 3, -22, -8, 0
O=C(NC1CCCC1)C(C1CC1)n1c(C2CC2)nc2ccccc21 (stereo not drawn)
    ·, ·, ·, 4, -0.6, 6, ·, 7, ·, 2
N#Cc1c(-c2cccs2)nc(SCC(=O)c2cccs2)[nH]c1=O
    13, 0, +, -18, 1.3, -93, 5, 7, 2, 18
CC1C/C(=N\Nc2ccc(S(N)(=O)=O)cc2[N+](=O)[O-])CC(C)(C)C1 (stereo not drawn)
    1, -3, i, -2, 3.5, -3, 2, -4, -6, -31
O=S1(=O)CCOC[C@H](Cc2ccccc2)N1Cc1ccc(F)cc1
    -5, -4, i, -3, 2.8, 10, 2, 10, 6, 6

Next part (6 carried over from the part before).
Values run as follows: NadD block, DNMT1 inh, Rpn11 inh, MT1-MMP act inh, LMPTP inh, NRP1-CendR mod, STEP inh, SKN-1 block, Scp1 inh, SUMO1 PPI mod
COc1ccc(OC)c(C(=O)c2ccc(C(=O)Nc3ccc4ccccc4c3)cc2)c1
    -1, -13, i, -8, 4.4, 5, -2, -5, -7, -1
Cc1cc(C)c(C(N)=O)c(NC(=O)Nc2ccccc2Cl)n1
    3, 7, i, -2, -1.7, 1, 3, -22, -8, 0
O=C(NC1CCCC1)C(C1CC1)n1c(C2CC2)nc2ccccc21 (stereo not drawn)
    ·, ·, ·, 4, -0.6, 6, ·, 7, ·, 2
N#Cc1c(-c2cccs2)nc(SCC(=O)c2cccs2)[nH]c1=O
    13, 0, +, -18, 1.3, -93, 5, 7, 2, 18
CC1C/C(=N\Nc2ccc(S(N)(=O)=O)cc2[N+](=O)[O-])CC(C)(C)C1 (stereo not drawn)
    1, -3, i, -2, 3.5, -3, 2, -4, -6, -31
O=S1(=O)CCOC[C@H](Cc2ccccc2)N1Cc1ccc(F)cc1
    -5, -4, i, -3, 2.8, 10, 2, 10, 6, 6
COc1ccccc1CNC(=O)COc1ccc2c(c1)CCC2
    -5, 1, i, 2, -0.1, 6, 0, 4, -21, -3
CC1(C(=O)NS(=O)(=O)c2cccs2)CCN1C(=O)C1(c2ccc(Cl)cc2)CC1 (stereo not drawn)
    4, 5, i, 3, -0.7, 24, -2, 20, ·, 2
CC1(C(=O)NCC2CC2)CCN1C(=O)C/C=C/c1ccccc1 (stereo not drawn)
    -5, 4, i, -5, -1.2, 6, 2, -3, ·, 0
Cc1cc([N+](=O)[O-])ccc1NCc1cccc([N+](=O)[O-])c1
    0, -4, i, -7, 1.1, 12, -3, 8, -14, -19
Cc1ccc(S(=O)(=O)c2nc(NCc3ccc4c(c3)OCO4)sc2Cl)cc1
    0, -7, i, 0, 1.7, -12, 0, 12, -10, 4
COc1cccc(/C=C/C(=O)NCC2CCCCC2)c1
    -9, 1, i, -1, 1.6, -6, 0, 13, -6, -2
CC(CCc1ccccc1)NC(=O)COC(=O)C12CC3CC(CC(Br)(C3)C1)C2 (stereo not drawn)
    -2, 4, i, -2, 3.1, -1, 1, 8, -14, -3
O=S(=O)(Nc1ccc(S(=O)(=O)N2CCCC2)cc1)c1ccc(F)cc1
    -4, -2, i, 0, -0.4, 11, 0, 0, -10, -3
CC(C)Nc1ccc(C(CC(N)=O)NC(=O)Cc2ccc(Br)cc2)cc1[N+](=O)[O-] (stereo not drawn)
    -5, 2, i, 15, 1.9, -10, -1, 7, -8, -10
COc1ccc(CCN2C(=O)NC(NS(=O)(=O)c3ccccc3)(C(F)(F)F)C2=O)cc1OC (stereo not drawn)
    -8, 0, i, 3, -0.1, 5, 1, 9, -6, 0
CCOC(=O)N/N=C\c1ccc(OC/C=C/c2ccccc2)cc1
    -1, 2, i, -1, -0.3, 4, 4, -4, -8, 5
CCCCn1c(O)c2n(c1=O)Cc1ccccc1N=C2c1ccccc1
    1, -32, i, 4, -0.2, 0, -1, 3, ·, -6
COC1=CC(=O)OC(c2ccccc2C(F)(F)F)C1 (stereo not drawn)
    ·, ·, ·, 1, -0.3, 10, ·, -10, ·, 3
CCOC(=O)[C@]12CCC=C1N(CCC1=CCCCC1)C(=O)[C@H](CC(=O)N1CCSCC1)C2
    -4, ·, ·, 0, -0.1, -1, ·, 8, ·, 8
CCOC(=O)CSc1cc(CSc2ccccc2)nc(-c2ccccc2)n1
    8, 0, i, 5, 2.1, 4, 1, 10, -10, -3
C/C(=N\NC(=O)c1ccc(COc2ccccc2)cc1)c1ccncc1
    1, 1, i, 8, 0.5, -3, 1, -1, -3, -4
CCCCNS(=O)(=O)c1ccc(NC(=O)C(Sc2ccccc2)c2ccccc2)cc1 (stereo not drawn)
    -1, -18, i, -27, 3.4, 9, -3, -1, -5, 3
Clc1cccc(-c2nc3ccc(Cl)cn3c2Cc2ccccc2)c1
    7, 22, i, -5, 2.7, -28, 3, 15, ·, 0
COc1cc2c(cc1OC)CN(CC(=O)Nc1ccccc1SC)CC2
    -8, -7, i, 2, -0.6, 4, -6, 7, 4, -1
CC1(C(=O)N2CC3(CC(c4cccc(NC(=O)CC(c5ccccc5)c5ccccc5)c4)=NO3)C[C@@H]2C(N)=O)CC1 (stereo partly drawn)
    -8, 0, i, 0, -0.1, -11, -4, -3, -4, 1
Oc1ccc(-c2csc(Nc3ccccn3)n2)c(O)c1
    -7, -20, i, 1, 1.2, 13, -2, 7, -6, -5
Cc1ccccc1NC(=O)/C(C#N)=C\c1cc(C)n(-c2ccc(C(=O)O)cc2)c1C
    -6, 15, i, 0, -0.3, 11, 3, 6, 13, -16
CCOC(=O)COc1cc(-n2c(=S)[nH]c3cc(OC)c(OC)cc3c2=O)c(Cl)cc1Cl
    8, -3, i, 3, 2.4, 8, -3, 8, -11, 14
CCOC(=O)C(C)Oc1ccc(C2NC(=O)NC(C)=C2C(=O)Nc2ccccc2C)cc1 (stereo not drawn)
    -1, 3, i, -2, -0.8, 5, 0, -1, -8, 1
Cc1ccc(C(=O)Nc2cnc3sc(C)nn3c2=O)cc1
    -1, 6, i, 3, -0.3, -2, -1, -9, -7, -3
CCC(COC(=O)Nc1cccc(C)c1)NC(=O)OCC(C)C (stereo not drawn)
    -7, -4, i, 4, -0.8, 4, 6, 9, -7, -1
O=C(c1cccc(S(=O)(=O)N2CCCC2)c1)N(Cc1ccco1)C1CCS(=O)(=O)C1 (stereo not drawn)
    -2, -2, i, -2, 0.8, 1, 0, 2, -1, 0
Cc1ccc(C(=O)N/C(=C\c2ccc(F)cc2)C(=O)NCc2ccncc2)cc1
    5, 6, i, -1, 2.1, 7, 0, -15, 4, 0

As a working copy, 3 of the compounds above:
Values run as follows: NadD block, DNMT1 inh, Rpn11 inh, MT1-MMP act inh, LMPTP inh, NRP1-CendR mod, STEP inh, SKN-1 block, Scp1 inh, SUMO1 PPI mod
Oc1ccc(-c2csc(Nc3ccccn3)n2)c(O)c1
    -7, -20, i, 1, 1.2, 13, -2, 7, -6, -5
Cc1ccccc1NC(=O)/C(C#N)=C\c1cc(C)n(-c2ccc(C(=O)O)cc2)c1C
    -6, 15, i, 0, -0.3, 11, 3, 6, 13, -16
CCOC(=O)COc1cc(-n2c(=S)[nH]c3cc(OC)c(OC)cc3c2=O)c(Cl)cc1Cl
    8, -3, i, 3, 2.4, 8, -3, 8, -11, 14
